High-throughput results from PubChem BioAssay.
IMP-1 inh: inhibitors of Pseudomonas aeruginosa IMP-1 metallo-beta-lactamase; hit rate 0.45% among 290,000; purified IMP-1, nitrocefin hydrolysis, epi-absorbance fluorescence; AID 1556; inhibition, % at 5.6 µM;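 active = inhibition above the mean plus 3 SD of all compounds in the same screening run, cut at about 4.5% in these data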;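 also: 0% = IMP-1 with DMSO and 100% = DMSO wells lacking enzyme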
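Assay system: purified recombinant IMP-1 beta-lactamase. Input: IMP-1 0.2 nM before substrate addition. Buffer or medium: Zinc- and detergent-supplemented HEPES buffer, pH 7.1. Schedule: 25 °C, 15 min preincubation, 25 min reaction. Signal: Epi-absorbance fluorescence, 480 nm excitation, 530 nm emission. Evaluation: percent inhibition from optical density relative to buffer-blank wells.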
GalR3 antag: blocks the human galanin receptor 3. AID 651719. hit rate 0.44% among 360,000. O60755. HEK293 GalR3-CNG cAMP membrane potential fluorescence; galR3 body fused to GalR1 C-terminus. inhibition, % at 3 µM;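 active = inhibition above the screen-wide average plus 3 SD, cut at about 13% in these data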;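 also: forskolin and galanin both at EC90 stimulate the cells; cAMP rise reported by CNG channel membrane potential dye signal; 0% = forskolin plus galanin with DMSO and 100% = forskolin alone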
pCIP destab: p/CIP protein destabilization | F442A p/CIP-EGFP cells, EGFP fluorescence, 16 h | decrease of EGFP signal, % at 10 µM | hit rate 0.01% among 290,000;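 active = EGFP signal decrease of at least 30% at 10 µM or well 3 SD below plate mean, unless failing retest; inactive = the rest, including hits failing retest or dose response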; also: some compounds called inactive have numbers as strong as hits; many of its hits are not listed in these tables
CRFBP-R2 block: CRF-BP/CRF-R2 complex antagonism; HEK293 CRF-R2/CRF-BP, CRF-induced calcium fluorescence; inhibition, % at 11.8 µM; hit rate 0.59% among 350,000; AID 588475;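 active = inhibition of the ligand-induced calcium signal above about 50% at the single tested concentration, limit read from the data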
HCV NS3 hel inh: HCV NS3 helicase inhibition. NS3 helicase DNA unwinding, Cy5 molecular beacon fluorescence. inhibition, % at 10.9 µM. hit rate 0.56% among 290,000. AID 1800;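 active = inhibition above the mean of all tested compounds plus 3 SD, set per campaign, cut at about 35% in these data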;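 also: 0% = DMSO wells and 100% = thioflavine S control wells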
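System: HCV NS3 helicase fragment; control set: DMSO and thioflavine S; technique: Cy5 fluorescence at 0 and 60 min, beacon hairpin quenching; reagent: beacon DNA duplex substrate plus ATP; replicates: singlicate; schedule: 1 h reaction at 25 °C, ATP-initiated; medium: MOPS buffer pH 6.5 with MgCl2, DTT, Tween20, BSA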
IDE cell inh: inhibits human insulin-degrading enzyme in HEK cells; FAbetaB cleavage, fluorescence polarization; P14735; AID 434962; hit rate 0.41% among 320,000; inhibition, % at 5.59 µM;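 active = percent inhibition above the average of all tested compounds plus 3 SD, set per screening campaign, cut at about 16% in these data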;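 also: IDE supplied by intact live HEK cells; FP after avidin binding of uncleaved biotin substrate so inhibition keeps polarization high; 0% = DMSO wells and 100% = 60 µM reference IDE inhibitor Ii1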
Target sequence (P14735 whole entry, looked up): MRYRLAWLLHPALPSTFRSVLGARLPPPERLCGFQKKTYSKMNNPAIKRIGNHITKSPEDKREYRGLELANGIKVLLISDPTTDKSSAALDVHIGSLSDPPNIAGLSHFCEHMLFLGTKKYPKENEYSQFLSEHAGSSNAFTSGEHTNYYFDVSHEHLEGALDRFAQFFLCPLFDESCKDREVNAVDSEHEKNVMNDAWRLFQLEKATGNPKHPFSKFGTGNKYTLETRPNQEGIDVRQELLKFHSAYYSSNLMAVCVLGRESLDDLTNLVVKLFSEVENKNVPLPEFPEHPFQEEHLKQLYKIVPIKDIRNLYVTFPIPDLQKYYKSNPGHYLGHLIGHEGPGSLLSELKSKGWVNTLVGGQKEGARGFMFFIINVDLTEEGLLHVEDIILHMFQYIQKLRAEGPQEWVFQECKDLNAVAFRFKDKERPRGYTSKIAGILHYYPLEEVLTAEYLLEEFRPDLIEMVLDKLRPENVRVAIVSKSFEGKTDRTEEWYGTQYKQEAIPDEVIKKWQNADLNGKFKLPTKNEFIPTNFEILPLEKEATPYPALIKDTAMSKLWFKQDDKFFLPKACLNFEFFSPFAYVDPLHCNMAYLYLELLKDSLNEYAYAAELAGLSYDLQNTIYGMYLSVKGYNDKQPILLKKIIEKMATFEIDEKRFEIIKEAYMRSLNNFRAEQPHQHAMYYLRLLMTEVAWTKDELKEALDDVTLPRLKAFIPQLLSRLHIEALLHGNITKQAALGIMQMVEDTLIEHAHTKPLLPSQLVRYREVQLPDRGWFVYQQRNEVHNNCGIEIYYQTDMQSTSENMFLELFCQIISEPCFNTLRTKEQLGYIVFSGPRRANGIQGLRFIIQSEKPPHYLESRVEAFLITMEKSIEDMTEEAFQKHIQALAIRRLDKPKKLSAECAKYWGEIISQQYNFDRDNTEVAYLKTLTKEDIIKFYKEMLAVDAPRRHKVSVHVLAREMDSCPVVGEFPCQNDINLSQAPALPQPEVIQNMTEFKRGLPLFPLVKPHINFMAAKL
IDE cell activ: boosts human insulin-degrading enzyme activity in HEK cells. FAbeta-B cleavage, fluorescence polarization; 0% vehicle, 100% cell-free pure enzyme wells. activation, % at 5.96 µM. hit rate 0.073% among 340,000;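 active = activation above the mean of all tested compounds plus 3 SD, set per screening campaign, cut at about 17% in these data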
SUMO HTRF inh: blocks human SUMOylation mediated by UBC9; HTRF SUMOylation assay, SAE1/SAE2 + UBC9, in vitro; inhibition, % at 35 µM; hit rate 0.36% among 290,000; AID 2006; in the data active = inhibition above about 50%, passing the limit was not always enough; also: strong numbers were not always called active
VIM-2 inhibitor: blocks Pseudomonas aeruginosa VIM-2 metallo-beta-lactamase; purified VIM-2, nitrocefin hydrolysis, epi-absorbance fluorescence; inhibition, % at 5.6 µM; hit rate 0.89% among 290,000; AID 1527;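 active = inhibition above the mean of all tested compounds plus 3 SD, cutoff set per screening run, cut at about 7.5% in these data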;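 also: red hydrolysis product quenches plate fluorescence so inhibitors raise well fluorescence; 0% = enzyme with DMSO and 100% = DMSO without enzyme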
Numbers without * were called inactive; nt = not tested or not shown. No enrichment for hits; about 3.2% have a hit in one of these screens.

molecule	IMP-1 inh	GalR3 antag	pCIP destab	CRFBP-R2 block	HCV NS3 hel inh	IDE cell inh	IDE cell activ	SUMO HTRF inh	VIM-2 inhibitor
O=C(c1cc2cc(Cl)ccc2oc1=O)N1CCCC1	-2.4	-2	-6	8	7	-3	-3	-5	0.5
Cc1cc(C(=O)COC(=O)C2=NNC(=O)CC2)c(C)n1-c1ccc(OC(F)F)cc1	-4.9	-3	-4	-6	0	2	1	-6	-6.1
COc1cc(NC(=O)C2CC(=O)N(CCc3ccc(F)cc3)C2)cc(OC)c1OC (stereo not given)	-1.6	-5	-16	-2	1	-7	2	15	-2.1
Cc1cccc(Cn2nnc3ccccc32)c1O	nt	0	nt	0	nt	0	5	nt	nt
O=C(Nc1ccccc1C(=O)NCC1CCCO1)c1ccc(Cl)cc1Cl (stereo not given)	-1.9	-1	-2	-18	-2	-3	1	2	-0.2
O=C(COC(=O)c1ccc(N2CCCC2=O)cc1)c1ccccc1	-3.5	-9	-12	5	-2	2	-3	-4	-2.1
COc1ccc(OC)c(-n2c(=S)[nH]c3c(sc(=S)n3-c3ccccc3)c2=O)c1	-1.1	-1	0	41	9	-4	-6	6	-2.6
COc1cc2c(cc1OC)C(COc1ccc(F)cc1)N(C(=O)c1ccco1)CC2 (stereo not given)	-2.1	-5	0	-12	-5	4	0	-10	-0.6
O=C(Nc1ccccc1)N1CCN(Cc2ccc3c(c2)OCO3)CC1	1.0	-3	6	9	-2	1	2	3	-2.9
CCc1nc2nc(C)c(NS(=O)(=O)c3ccc(C)c(C)c3)c(=O)n2[nH]1	-0.8	1	2	7	15	7	2	-4	-0.5
CC(Oc1ncnc2ccccc12)C(=O)Nc1cccc(S(=O)(=O)N2CCOCC2)c1 (stereo not given)	-3.7	2	-14	-4	6	-6	2	-15	-1.2
CCC(=O)Nc1ccc(S(=O)(=O)Nc2cccc(C)c2)cc1OC	-5.4	-11	3	-10	0	-2	0	0	1.4
COc1ccc(/C(O)=C2\C(=O)C(=O)N(CCN(C)C)C2c2cc(OC)c(OC)c(OC)c2)c(C)c1 (stereo not given)	-4.5	-3	-3	-16	2	3	4	7	-3.6
Fc1cccc(-n2c(-c3ccco3)nc3nc4ccccc4nc32)c1	-6.9	-1	-8	-1	9	1	3	23	-3.3
Cc1ccoc1C(=O)N1CCCCC1C(=O)O (stereo not given)	-3.4	-3	-8	8	-9	4	1	9	-2.5
CCN(C(=O)COC(=O)c1ccc(OC)c(S(=O)(=O)N2CCCc3ccccc32)c1)C1CCS(=O)(=O)C1 (stereo not given)	-1.9	-4	-7	27	8	6	-5	8	-1.3
COc1ccc(CCNC(=O)CSc2nc(O)c(C(C)C)c(=O)[nH]2)cc1OC	-3.6	0	-6	5	4	1	-4	2	-1.8
COc1ccc(-c2cc(C)no2)cc1S(=O)(=O)NCCCN1CCCCCC1	-0.1	1	3	-2	-73	-2	6	8	1.8
C=CCn1c(=O)c(C(=O)NCc2ccccc2)c(O)c2ccccc21	-3.4	-11	8	-4	-5	0	2	-9	-0.1
O=S(=O)(Oc1ccc(C(=S)N2CCOCC2)cc1)c1ccc(Cl)cc1	0.6	-8	-2	4	-7	-1	4	-7	0.5
O=C(Cn1cnc2c(OCc3ccccc3)ncnc21)NCc1ccc2[nH]ccc2c1	nt	-3	nt	11	nt	-2	4	nt	nt
COc1ccc(NC(=O)Cn2c(=O)sc3ccccc32)cc1	-2.6	-3	-2	23	-2	-1	3	19	-2.3
COc1ccc(C(=O)NCCSc2ccccc2)cc1OC	-1.9	-4	7	1	-3	3	3	21	-3.2
CCOC(=O)CSc1nnc(CNC(=O)c2ccc(OC)cc2)n1C1CCCCC1	-2.8	-4	-5	12	6	4	2	15	-3.4
Cc1cc(/C=C2/NC(=O)NC2=O)c(C)n1-c1ccncc1	-1.5	5	-3	-7	4	-2	-4	8	-2.0
CC(C)OC(=O)Nc1ccc(-c2ccc(NC(=O)OC(C)C)cc2Cl)c(Cl)c1	-3.2	-7	-6	-16	0	-2	-2	2	-1.9
CCCN(CCO)CCCc1ccccc1	1.1	-4	14	7	-1	0	2	-17	-3.3
O=C(CSc1ccc2nnc(-c3ccccn3)n2n1)Nc1ccc2c(c1)OCCO2	-5.0	2	-2	11	-2	-1	-3	3	-1.3
COCCn1c(C)cc(C(=O)CSc2nc3ccccc3o2)c1C	-2.5	-7	-7	11	-1	0	1	11	-1.5
COCCCNC(=O)/C=C/c1ccc(Cl)cc1Cl	-1.3	-5	-3	13	0	-1	0	-11	-1.5
CN=C1SC(CC(=O)Nc2ccccc2F)C(=O)N1C (stereo not given)	-4.2	1	-8	-5	-2	-4	3	0	-0.7
CC(C)CNc1nc(NC(C)(C)C)nc(Oc2ccc(=O)[nH]n2)n1	-0.1	-8	-3	-10	4	1	-6	8	0.6
CCOC(=O)C1CCCN(C(=O)c2cc(COc3ccc(C)nc3)on2)C1 (stereo not given)	0.9	-5	-7	8	20	nt	-2	-16	1.5
COc1ccc(-n2nc(C(=O)NCC(=O)N3CCC(C(N)=O)CC3)c3ccccc3c2=O)cc1	-1.9	-9	-6	-1	3	4	4	6	-0.1
CCCC1=NN(C(=O)Cc2ccc([N+](=O)[O-])cc2)C(O)(C(F)(F)F)C1 (stereo not given)	-1.6	-3	-3	-19	-8	1	1	-17	0.1
COc1cccc(NC(=O)CN2C(=O)CSc3ccc(S(=O)(=O)N4CCCCC4)cc32)c1	-2.0	-8	-8	-7	-3	0	2	nt	-3.7
CC(C)Cc1oc(C(=O)O)cc1CN	-2.6	1	-8	12	-5	3	7	-7	-1.5
Cc1cc(SCC(=O)N2CCN(C(=O)c3ccco3)CC2)c(C)cc1Br	nt	-6	nt	-9	nt	13	-2	nt	nt
COc1ccc(Nc2ccc(Cl)nn2)cc1	-2.5	-10	4	3	-3	-5	2	11	-4.1
CCC(=O)Nc1cccc(SC)c1	-1.7	1	8	-8	5	3	4	-7	-1.6
COc1ccccc1-c1cc(C(=O)N/N=C/C=C/c2ccccc2[N+](=O)[O-])c2ccccc2n1	3.4	-2	2	25	-10	1	-7	-3	-1.8
CSc1ccccc1NC(=O)c1cc(-c2ccco2)on1	-3.4	-8	-11	-4	8	-2	1	14	-1.6
O=C(CSc1nncn1-c1ccccc1)Nc1cccc(S(=O)(=O)N2CCCCC2)c1	-0.4	-2	11	nt	-10	4	nt	3	-1.9
CC(C)(C)C1COc2ccccc2N1C(=O)c1ccccc1Cl (stereo not given)	-2.8	-12	-2	-62	1	0	0	7	-3.0
COc1ccc(CCNC(=O)c2cc(=O)c3cc(C)ccc3o2)cc1OC	-0.9	-11	-16	10	12	10	-3	7	-1.1
Cc1cccc(-c2nc(C)cc(=O)[nH]2)c1	-1.8	-2	-8	12	-2	10	1	26	-0.7
COc1ccc(-c2nn(-c3ccccc3)cc2CO)cc1	2.9	-2	-14	0	7	1	4	2	-2.1
O=C(O)c1cc([N+](=O)[O-])ccc1NCc1ccccn1	nt	-1	nt	-7	nt	1	0	nt	nt
O=C(CCSc1ccccc1)NNC(=O)c1ccccc1F	nt	-1	nt	12	nt	0	-1	nt	nt
CN1CC(=O)N(CC(=O)N2CCC(Cc3ccccc3)CC2)C1=O	-0.7	-1	-4	100*	-10	0	1	4	-1.3

Continued.
molecule	IMP-1 inh	GalR3 antag	pCIP destab	CRFBP-R2 block	HCV NS3 hel inh	IDE cell inh	IDE cell activ	SUMO HTRF inh	VIM-2 inhibitor
CN(C(=O)COC(=O)C1CCN(S(=O)(=O)c2ccc(Cl)cc2)CC1)C1CCS(=O)(=O)C1 (stereo not given)	nt	-4	nt	13	nt	0	-3	nt	nt
COc1cc(/C=C(\C#N)c2nc3ccccc3[nH]2)ccc1O	-1.6	-10	-190	-52	5	121*	-132	-12	-0.9
Cc1cccc(C)c1NC(=O)COC(=O)C1CC(=O)N(Cc2ccccc2)C1 (stereo not given)	-3.6	-4	2	2	2	-3	1	15	-4.3
Cc1ccccc1OCC(O)CNC1CCCC1 (stereo not given)	1.6	-13	-2	2	6	-1	8	0	1.5
CCOC(=O)C1C(=O)NC(N2CCCCC2)=NC1C(C)C (stereo not given)	-1.4	-1	-5	13	3	4	-4	-3	-0.9
Cc1ccccc1NC(=O)C(C)O/N=C/c1cccc([N+](=O)[O-])c1 (stereo not given)	-2.2	-2	-7	2	3	-2	6	12	-2.8
Fc1ccc(NC(=S)N2CCN(c3ncccn3)CC2)cc1	-2.3	-5	-18	-5	13	6	-4	-4	-1.6
COc1ccc(C2CC(c3c(O)cc(C)oc3=O)=NCCS2)c(OC)c1 (stereo not given)	1.2	nt	-13	-5	31	7	-4	20	2.1
O=c1c([N+](=O)[O-])c(N2CCCCC2)c2ccccc2n1-c1ccccc1	-4.5	nt	14	31	0	0	5	-20	-2.7
CCN1CCN(CCNC(=O)CS(=O)(=O)Cc2nc(-c3ccc(C)cc3)oc2C)CC1	-0.6	nt	-2	22	-9	4	5	22	-2.4
CCN(CC)C(=O)c1sc(NC(=O)c2ccc3c(c2)OCO3)c(C(N)=O)c1C	0.6	-2	3	0	-8	0	2	-4	1.5
COc1ccc(C2c3c(oc4ccc(C)cc4c3=O)C(=O)N2c2cc(C)ccn2)cc1OC (stereo not given)	0.2	nt	-2	nt	-8	nt	nt	14	-3.7
COc1ccc(-c2csc(-n3ncc(-c4ccccn4)c3N)n2)cc1	-2.7	-4	7	11	-2	5	2	7	-1.4
CC1CN(S(=O)(=O)c2cccc(C(=O)N(Cc3nnc(-c4ccccc4Cl)o3)C3CC3)c2)CC(C)O1 (stereo not given)	nt	-3	nt	25	nt	10	-3	nt	nt
COc1ccc(S(=O)(=O)Nc2cc(Sc3ncn[nH]3)c(O)c3ccccc23)cc1	-6.9	-10	-27	nt	7	nt	nt	88*	6.5
CC(Cc1ccccc1)C(=O)NCc1nc2ccccc2s1 (stereo not given)	-1.4	-9	-2	-6	7	0	3	-6	-0.7
Cc1ccnc(SCc2cc(=O)c(OC(=O)c3ccc(S(=O)(=O)N4CCCC4)cc3)co2)n1	-3.4	1	0	-1	1	7	-3	1	-0.3
COc1cc([N+](=O)[O-])ccc1NC(=O)CCS(=O)(=O)c1ccc2c(c1)n(C)c(=O)c(=O)n2C	-2.4	-5	-1	11	-7	-4	5	6	-4.1

Quoted from the listing.
COc1ccc(C2CC(c3c(O)cc(C)oc3=O)=NCCS2)c(OC)c1 (stereo not given) – IDE cell activ = -4
CN1CC(=O)N(CC(=O)N2CCC(Cc3ccccc3)CC2)C1=O – VIM-2 inhibitor = -1.3
